# STAT1 activator = STAT1 signaling activators, primary screen, cell-based, HTS, luciferase reporter; activation (% of control), % at 5.5 µM; AID 932, 2007; 200,000 tested, 2.6% active; NIH 3T3 STAT1-luciferase reporter, IFN-gamma, luminescence; 100% = IFN-gamma alone, no compound;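 active = activation above the screen-wide mean activation plus 3 SD, cut at about 130% in these data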;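 note: raw ratio to IFN-gamma control signal so 100% means no change and 0% no light; values of inactives mirror those of a sister screen read the other way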
# STAT1 blocker = STAT1 signaling inhibitors, primary screen, cell-based, HTS, luciferase reporter; NIH 3T3 STAT1-luciferase reporter, IFN-gamma, luminescence; inhibition, % at 5.5 µM; 200,000 tested, 0.35% active;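 active = inhibition above a set limit, the mean inhibition across all tested compounds plus 3 SD, cut at about 34% in these data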;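 note: 0% = IFN-gamma with DMSO and 100% = IFN-gamma with 300 µM nifuroxazide; values of inactives mirror those of a sister screen read the other way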
# STAT3 blocker = IL-6 driven STAT3 reporter inhibitors, primary screen, U3A cells, luciferase, luminescence, MLSCN library. IL-6 STAT3-luciferase reporter; host cell line lacks STAT1. 190,000 tested, 0.89% active. inhibition, % at 5.5 µM;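 active = inhibition above the mean inhibition across all screened compounds plus 3 SD, cut at about 44% in these data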;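 note: 0% = DMSO only wells and 100% = 100 µM nifuroxazide control wells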
# APP 5'UTR act = activators of APP 5'UTR luciferase reporter, primary screen, SH-SY5Y cells. SH-SY5Y APP 5'UTR luciferase reporter, luminescence; zero percent = DMSO vehicle wells. activation, % at 2 µM. 190,000 tested, 1% active. AID 1276, 2008;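 active = activation above a set limit, based on mean plus 3 SD of controls, cut at about 140% in these data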; note: values of inactives mirror those of a sister screen read the other way
# NF-kB expr up = activators of NF-kB expression in neurons, primary screen, cell-based, HTS. human neuronal cells, NF-kB reporter expression; stronger effect = higher value. fold change at 12.5 µM. 190,000 tested, 1.6% active. AID 1239, 2008; in the data active = fold change above about 3.3
# Efa HMGR inh = inhibitors of E. faecalis class II HMGR, primary screen, biochemical, Enterococcus faecalis | purified E. faecalis HMGR, NADPH absorbance 340 nm kinetic | inhibition, % at 10 µM | 190,000 tested, 0.41% active | AID 1066, 2008;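 active = inhibition above a set limit, the median over all tested compounds plus 3 SD, cut at about 9.5% in these data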;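 note: enzyme runs in reverse so mevalonate oxidation gives rising NADPH absorbance; 0% = complete reaction with DMSO and 100% = background rate lacking mevalonate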
# STAT3 act = IL-6 driven STAT3 reporter potentiators, primary screen, U3A cells, luciferase, luminescence, MLSCN library. 190,000 tested, 0.91% active. activation (% of control), % at 5.6 µM. AID 871, 2007. IL-6 STAT3-luciferase reporter; 100% = signal with IL-6 EC80 alone;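 active = activation above the screen-wide mean of compound activation plus 3 SD, cut at about 130% in these data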;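 note: 0% = background luminescence of wells with medium and substrate only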
#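 Material: STAT1-lacking human U3A cells, STAT3 luciferase reporter | Benchmarks: IL-6-only wells as 100% reference | Probe or stimulus: IL-6 (33 ng/mL) | Timing: Compound 1 h, then IL-6 6 h at 37 °C | Detection: Luminescence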
# TLR4-MyD88 BLA = inhibitors of TLR4-MyD88 association in cells, primary screen, cell-based, HeLa CL3-4, BLA complementation, FRET ratio; Toll-like receptor 4 (Homo sapiens) + Myeloid differentiation primary response protein …; HeLa CL3-4 TLR4/MyD88 BLA complementation; inhibition, % at 8.4 µM; 200,000 tested, 0.18% active; AID 861, 2007; in the data active = inhibition above about 25%;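 note: 0% = vehicle and 100% = reference inhibitor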
# Target sequence (O00206 whole entry, looked up): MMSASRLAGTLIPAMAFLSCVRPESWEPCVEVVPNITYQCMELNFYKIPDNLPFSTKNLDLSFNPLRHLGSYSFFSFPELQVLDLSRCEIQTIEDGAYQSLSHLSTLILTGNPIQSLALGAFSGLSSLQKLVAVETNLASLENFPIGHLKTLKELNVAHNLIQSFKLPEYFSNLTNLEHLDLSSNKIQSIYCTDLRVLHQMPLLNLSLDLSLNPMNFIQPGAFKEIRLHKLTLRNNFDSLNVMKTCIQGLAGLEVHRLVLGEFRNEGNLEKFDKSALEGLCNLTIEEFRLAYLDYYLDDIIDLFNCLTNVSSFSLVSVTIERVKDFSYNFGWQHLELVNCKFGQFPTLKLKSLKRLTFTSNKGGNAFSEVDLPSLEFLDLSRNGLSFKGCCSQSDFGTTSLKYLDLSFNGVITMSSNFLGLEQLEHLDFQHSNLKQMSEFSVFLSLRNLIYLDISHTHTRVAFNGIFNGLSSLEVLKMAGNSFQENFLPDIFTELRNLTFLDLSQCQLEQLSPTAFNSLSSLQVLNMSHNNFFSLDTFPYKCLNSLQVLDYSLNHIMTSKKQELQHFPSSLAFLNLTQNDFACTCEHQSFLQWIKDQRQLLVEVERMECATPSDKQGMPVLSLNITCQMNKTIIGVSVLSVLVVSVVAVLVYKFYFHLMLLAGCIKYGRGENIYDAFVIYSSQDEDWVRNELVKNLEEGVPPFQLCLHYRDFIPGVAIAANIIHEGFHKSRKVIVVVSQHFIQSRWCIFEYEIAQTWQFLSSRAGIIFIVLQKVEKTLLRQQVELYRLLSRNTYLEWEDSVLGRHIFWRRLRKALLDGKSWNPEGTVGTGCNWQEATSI
# Target sequence (Q99836 whole entry, looked up): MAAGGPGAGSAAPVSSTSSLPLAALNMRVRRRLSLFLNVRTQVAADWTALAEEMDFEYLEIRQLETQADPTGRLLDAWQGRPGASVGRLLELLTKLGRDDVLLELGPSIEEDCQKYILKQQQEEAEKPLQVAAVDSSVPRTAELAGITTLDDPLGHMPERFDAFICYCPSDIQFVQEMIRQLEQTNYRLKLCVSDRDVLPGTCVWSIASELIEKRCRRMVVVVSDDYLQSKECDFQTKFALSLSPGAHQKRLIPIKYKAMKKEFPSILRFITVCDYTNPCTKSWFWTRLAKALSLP
# Hsp70 activator = Hsp70 transcriptional activators, primary screen, cell-based, HeLa, Hsp70 promoter luciferase, luminescence, 10 µM. HeLa Hsp70 promoter luciferase reporter; scaled: vehicle 0, proteasome-inhibitor control 100%. activation, % at 10 µM. 200,000 tested, 0.04% active. AID 1203, 2008;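 active = activation above the mean across all tested compounds plus 3 SD, cutoff set per campaign, cut at about 5.5% in these data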;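 note: 100% = MG132 at 30 µM as the positive control and 0% = DMSO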
# DTT redox prof = compounds producing H2O2 with reducing agent – biochemical, NIH compound library profiling, artefact control for MLSCN library redox annotation, primary screen; 200,000 tested, 0.03% active; DTT-dependent redox cycling H2O2, phenol red/HRP absorbance; 100% = 100 µM peroxide control, 0% = buffer; activation, % at 10 µM; AID 878, 2007;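 active = activation of at least 50% relative to the plate's high and low controls in the primary single-dose screen; inactive = activation below 50%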;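 note: compound incubated with DTT at 0.8 mM final as the reducing agent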
# * = called active by the depositor; . = not tested or not shown. Rows are unselected. Share with any hit: about 5.6%.
SMILES,STAT1 activator,STAT1 blocker,STAT3 blocker,APP 5'UTR act,NF-kB expr up,Efa HMGR inh,STAT3 act,TLR4-MyD88 BLA,Hsp70 activator,DTT redox prof
C[C@H](NC(=O)c1nc[nH]c1C(=O)NC1CCN(C(=O)OC(C)(C)C)CC1)C(=O)OC(C)(C)C,100.6,0.9,.,-7.6,0.52,-5.3,.,-19.2,-0.2,0.5
O=C(NCCCN1CCOCC1)C(Sc1ccccc1)c1ccccc1 (stereo not drawn),97.5,2.7,4.8,-5.8,1.02,0.3,102.0,-11.8,-0.2,2.0
Cc1ccc(N(CC(=O)N/N=C/c2ccc(OC3CSC3)cc2)S(=O)(=O)c2ccccc2)cc1,103.3,-3.6,1.6,12.0,0.68,0.1,104.9,0.6,0.1,0.0
O=C(Nc1nnc(CCN2CCCCC2)s1)c1ccccc1Cl,95.5,3.7,10.1,9.5,0.9,-1.8,94.5,2.0,-0.3,-0.5
COc1cccc(C2SCC(=O)N2c2ccc(Br)cc2)c1OC (stereo not drawn),104.3,-4.8,-7.0,-6.4,0.88,1.4,108.3,-4.5,-0.2,0.0
CCC(CC)C(=O)Nc1cccc(S(=O)(=O)c2cccc(NC(=O)C(CC)CC)c2)c1,99.2,0.9,-9.8,-15.9,1.12,-0.3,108.4,-9.0,-0.3,-0.1
CC(CC1C(C#N)=C(N)SC(N)=C1C#N)c1ccccc1 (stereo not drawn),80.2,21.7,9.8,2.4,0.7,-1.9,99.2,-2.9,-0.2,0.7
COc1ccc(NC(C)=O)cc1NC(=O)CN1CCN(C(=O)c2ccco2)CC1,106.7,-7.5,3.8,3.0,0.95,-2.4,100.9,-1.6,-0.1,-4.1
CCN1CCN(Cc2c(O)ccc3c(=O)c(-c4ccccc4OC)coc23)CC1,103.4,-3.7,9.1,17.7,1.04,2.2,95.7,-7.0,0.0,-1.8
COc1ccc(/C=N/NC(=O)C(=O)N2CCCC2)cc1,108.0,-10.2,-3.4,6.0,1.52,1.9,103.9,5.5,-0.2,-0.2
CC(C)(C)c1ccc(C(=O)c2c[nH]c(C(=O)NCc3ccco3)c2)cc1,103.6,-4.0,21.0,12.1,1.43,3.5,88.5,-10.2,-0.2,-2.9
COc1cc(CNc2nnnn2C)ccc1OCc1c(F)cccc1Cl,103.7,-5.1,6.5,11.4,1.13,-5.6,100.5,13.3,0.1,-0.2
COc1ccc2c(c1)C(NC(C)=O)C(=O)N2CCc1ccccc1 (stereo not drawn),98.7,1.6,10.1,-7.7,1.25,4.9,98.4,-5.6,-0.1,0.6
COc1ccc(C(=O)Nc2ccc(S(=O)(=O)Nc3cc(C)nc(C)n3)cc2)cc1OC,105.0,-7.1,2.6,-4.4,0.95,8.4,101.7,-2.6,0.4,0.0
COC(=O)C1(O)CC(C(C)C)=NN1C(=O)c1ccccc1 (stereo not drawn),103.6,-4.0,0.3,3.1,1.16,-3.8,103.9,-4.2,-0.4,-0.6
O=C(Nc1ccccc1)c1cc(-c2ccccc2Cl)no1,126.6,-29.0,16.7,14.1,2.04,-9.0,88.9,-7.9,-0.3,-3.6
O=[N+]([O-])c1ccc(Oc2cccc3cccnc23)c([N+](=O)[O-])c1,86.7,14.7,3.1,7.9,1.16,-2.6,102.1,-1.2,-0.4,-0.1
CCOC(=O)C1(Cc2ccccc2)CCN(Cc2cccn2-c2cccnc2)CC1,89.8,9.3,-2.8,6.0,1.42,-2.7,104.4,8.0,-0.1,-0.2
O=C(O)CCCCNCc1ccccc1,100.1,-0.2,8.4,12.2,0.93,-6.2,98.6,-1.0,0.1,0.3
Cc1cc(OCC(=O)c2ccc(Br)cc2)ccc1N1C(=O)CCC1=O,97.1,4.7,0.5,-20.1,0.91,1.0,99.5,4.0,0.1,0.3

# Entries of single compounds as entered above. Order of screens: STAT1 activator | STAT1 blocker | STAT3 blocker | APP 5'UTR act | NF-kB expr up | Efa HMGR inh | STAT3 act | TLR4-MyD88 BLA | Hsp70 activator | DTT redox prof
# CCC(CC)C(=O)Nc1cccc(S(=O)(=O)c2cccc(NC(=O)C(CC)CC)c2)c1 as listed: 99.2 | 0.9 | -9.8 | -15.9 | 1.12 | -0.3 | 108.4 | -9.0 | -0.3 | -0.1
# Cc1ccc(N(CC(=O)N/N=C/c2ccc(OC3CSC3)cc2)S(=O)(=O)c2ccccc2)cc1 as listed: 103.3 | -3.6 | 1.6 | 12.0 | 0.68 | 0.1 | 104.9 | 0.6 | 0.1 | 0.0
# O=C(O)CCCCNCc1ccccc1 as listed: 100.1 | -0.2 | 8.4 | 12.2 | 0.93 | -6.2 | 98.6 | -1.0 | 0.1 | 0.3

# The list continues:
SMILES,STAT1 activator,STAT1 blocker,STAT3 blocker,APP 5'UTR act,NF-kB expr up,Efa HMGR inh,STAT3 act,TLR4-MyD88 BLA,Hsp70 activator,DTT redox prof
O=C(COc1cccnc1[N+](=O)[O-])N1CCN(S(=O)(=O)c2ccc3ccccc3c2)CC1,107.2,-8.2,-15.2,10.7,0.71,-1.4,115.3,-10.8,-0.4,0.1
Cc1cc(C=C2C(=O)c3ccccc3C2=O)c(C)n1-c1ccc(C(=O)O)cc1,103.8,-6.1,7.8,-1.7,0.98,-1.5,97.6,-0.2,0.2,-0.6
CSc1nnc(-c2cc(-c3ccc(C)cc3)nc3ccccc23)o1,102.8,-3.1,18.4,2.5,1.02,3.2,86.0,-7.7,-0.5,0.6
Cc1nn(Cc2c(F)c(F)c(F)c(F)c2F)c(C)c1NC(=O)c1ccc(COc2ccccc2Cl)cc1,88.9,12.1,41.0,3.3,0.99,7.2,66.6,-17.5,0.0,-2.7
COc1cc(/C=N/N2C(=O)c3ccccc3NC2(C)c2cccc([N+](=O)[O-])c2)cc(Br)c1O (stereo not drawn),102.7,-3.8,10.7,4.8,0.66,-1.6,98.5,-5.4,-0.1,-1.5
CCN(CC)CCNc1nc(-c2cccs2)c(CC(=O)O)s1,99.9,-1.2,6.8,-5.5,0.91,-0.4,100.9,2.9,2.5,0.4
Cc1ccc(OCC(=O)NNC(=O)C2CCN(c3nccc(C)n3)CC2)cc1,102.7,-3.0,1.0,-9.9,1.09,-3.1,109.1,6.8,0.3,1.6
Cc1ccc(S(=O)(=O)NCC(=O)OCC(=O)Nc2ncc(Cl)cc2Cl)cc1,95.3,5.2,-3.0,7.5,1.07,-4.0,106.2,0.6,0.1,-2.8
O=C(Nc1ccccc1)N(Cc1ccccc1)CC(O)C(F)(F)F (stereo not drawn),104.4,-5.0,-9.6,0.8,1.62,-0.9,108.7,-4.3,-0.2,20.1
c1ccc(C2(CNc3ccccn3)CCCC2)cc1,95.5,4.9,-2.0,-7.0,1.59,-1.6,101.8,4.3,-0.2,0.2
CCOC(=O)c1sc(N(Cc2ccccc2)C(=O)CSc2nnc(C3CC3)n2N)nc1C,114.1,-16.3,10.9,-5.8,1.38,-1.1,96.1,-4.8,-0.1,-0.3
CC(=O)NCCn1c(SCC(=O)NCC2CCCO2)nc2ccccc2c1=O (stereo not drawn),103.0,-3.2,-4.6,0.0,1.34,-0.5,106.0,-6.3,0.2,1.8
CC1CC(C)CN(c2nc3c(c(=O)[nH]c(=O)n3C)n2CCCSc2nc3ccccc3s2)C1 (stereo not drawn),96.3,4.0,-8.1,-12.6,.,.,111.0,-13.1,-0.3,2.6
CC(=O)c1ccccc1NS(=O)(=O)c1ccccc1Cl,101.8,-3.0,9.4,11.1,1.22,-1.3,97.7,-0.8,0.2,0.1
Oc1c(/C=N/Nc2cccc3cccnc23)ccc2ccccc12,97.8,1.8,-4.6,86.9,1.76,-4.5,105.0,-5.3,-0.2,6.1
O=c1cc(O)c2ccccc2n1Cc1ccccc1Cl,97.5,4.3,5.3,-8.9,1.33,0.6,99.8,-1.6,-0.3,-0.2
Cc1c(NC(=O)CCC2CCCCC2)c(=O)n(-c2ccccc2)n1C,100.8,-0.9,-2.8,0.4,0.91,5.8,106.6,-14.8,-0.2,-1.1
CC1=C(C(=O)OCC(C)C)C(c2cccc(F)c2)N2C(=O)C(C)SC2=N1 (stereo not drawn),100.9,-1.0,-0.5,-5.1,1.29,-8.3,103.0,-5.5,-0.1,-5.4
O=C(CCC(=O)OCC(=O)c1ccccc1)Nc1cccc2cccnc12,101.0,-1.1,-1.5,-1.9,1.27,.,105.2,-0.6,-0.1,-3.8
O=C(Nc1ccc(OC(F)F)c(Cl)c1)Nc1ccc2c(c1)OCO2,108.3,-9.0,22.8,12.4,1.55,0.3,83.3,-19.2,0.0,2.0
COc1ccc(CN(CCC(c2ccccc2)C2CCOC(C)(C)C2)C(C)=O)cc1 (stereo not drawn),92.7,8.2,-22.7,-14.5,0.56,0.9,116.2,-7.5,-0.2,-0.1
COc1ccc(/C=C2/SC(=S)N(CCC(=O)O)C2=O)cc1,84.3,17.1,56.8*,-50.4,0.49,-4.0,52.1,-12.0,-0.6,-7.4
CC(=O)c1c(C)[nH]c(C(=O)Nc2ccc(C)cn2)c1C,64.3,39.0*,89.7*,58.1,1.43,-0.4,24.2,3.8,-0.4,2.5
Cc1ccc(S(=O)(=O)N2CCCCC2C(=O)O)s1 (stereo not drawn),89.8,10.5,9.4,-10.3,0.82,0.9,102.2,-2.5,0.0,-0.2
CCc1ccc(NC(=S)Nc2ccc(S(=O)(=O)Nc3ncccn3)cc2)cc1,95.9,3.1,6.6,-0.3,1.43,-2.7,98.2,8.5,0.2,-0.8
COc1ccc(OC)c(-c2c3c([nH]c(=S)c2C#N)CCCC3)c1,103.2,-5.0,-5.9,-4.4,1.25,3.4,109.3,-0.8,-0.2,-0.1
CCCCOC(=O)CSC1=C(C#N)C(c2ccc3c(c2)OCO3)CC(=O)N1 (stereo not drawn),102.4,-2.6,1.5,-3.2,0.9,-0.1,103.6,1.6,-0.2,-0.9
CCN(CC)c1cc(C)c2cc(NC(=O)c3ccccc3OC)ccc2n1,111.5,-13.0,22.8,25.8,0.59,-1.3,82.8,-3.5,-0.2,-0.7
O=C(CSCc1c(F)cccc1Cl)NCCSCc1ccco1,99.6,-2.1,-3.0,12.1,1.24,-6.9,103.6,-1.4,0.0,-0.2
COc1ccc(OCc2cccc(C(=O)Nc3cc(C)on3)c2)cc1,52.9,58.0*,69.0*,66.4,2.67,2.6,44.2,6.3,-0.5,0.7
COc1ccc(OCCOC(=O)c2ccc(-n3cnnn3)cc2)cc1,94.7,5.8,3.9,-5.2,1.14,-2.5,96.8,5.6,-0.2,0.2
COC(=O)Cn1nc(-c2ccccc2)c2ccccc21,100.5,-0.5,9.4,4.4,0.92,2.8,95.0,8.9,-0.3,-0.4
CC(=O)c1ccccc1N(C(=O)Cn1nnc2ccccc21)C(C(=O)NCC1CCCO1)c1ccc(N2CCOCC2)cc1 (stereo not drawn),95.8,2.5,4.4,-15.5,0.91,-1.4,102.4,-1.3,-0.3,0.1
